Screens as filed in PubChem.
Rab9 promoter act: qHTS Assay for Rab9 Promoter Activators; Huh7 Rab9 promoter-luciferase reporter, luminescence, 24 h; 320,000 compounds, 2.8% hits; AID 485297, 2010; Potency, µM (titrated, usually from 9.22 µM), inactives show top-dose activation, negative = inhibition, usual class: activators; note: potency is the fitted concentration of half-maximal effect; % of control where 0% means no effect; nearly all actives have a fitted effect of over 60% in size
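Luminescence read-out: Huh7 cells stably expressing Rab9-luciferase, treated 24 h with compound at 37 °C, then lysed with luciferase reagent for 10 min at ambient before reading.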
ELG1 DNA repair: qHTS screen for small molecules that inhibit ELG1-dependent DNA repair in human embryonic kidney (HEK293T) cells expressing luciferase-tagged ELG1 | HEK293T ELG1-luciferase reporter, luminescence, 16 h; DNA damage induced by 5-fluorouridine | Potency, µM (titrated, usually from 46.1 µM), inactives show top-dose activity change, negative = inhibition, actives largely listed as inhibitors | 330,000 compounds, 2.3% hits; note: potency is the fitted concentration of half-maximal effect; % is set by controls: 0 for no effect and ±100 for the full control effect; nearly all actives have a fitted effect of over 55% in size
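Luminescence from the luciferase reporter, measured 30 min after ONE-Glo reagent at room temperature, was the read-out. Beforehand, 2,000 cells per well were exposed for 16 hr at 37 °C to 5-fluorouridine together with compound or vehicle.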
NPC1 promoter act: qHTS Assay for NPC1 Promoter Activators; Potency, µM (titrated, usually from 9.22 µM), for the others: at the highest dose activation, hits mostly activators; Huh7 NPC1 promoter luciferase reporter, 24 h; 320,000 compounds, 2.4% hits;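 note: potency is the fitted concentration of half-maximal effect; % of control where 0% means no effect; nearly all actives have a fitted effect of over 60% in size; reporter is driven by a mutant NPC1 promoter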
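Stably transfected Huh7 (NPC1 promoter→luciferase), 1500 cells/well in Opti-MEM + 10% FBS, 2 h settle, then compound 24 h at 37 °C. Luminescence after 10 min with Amplite reagent.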
RORgamma inh: qHTS for inhibitors of ROR gamma transcriptional activity | AID 2551, 2010 | 310,000 compounds, 5.4% hits | Drosophila S2 Gal4-RORgamma UAS-luciferase reporter, 20 h | Potency, µM (top dose mostly 53.6 µM), without a hit: at the highest dose activity change, negative = inhibition, usual class: inhibitors | Nuclear receptor ROR-gamma (Mus musculus), P51450; note: potency is the fitted concentration of half-maximal effect; % is set by controls: 0 for no effect and ±100 for the full control effect; nearly all actives have a fitted effect of over 60% in size
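Luminescence from a UAS-regulated Photinus luciferase reporter in stably transfected Drosophila Schneider cells is measured; decreased signal marks ROR gamma inhibition. Fusion expression is induced by 700 uM copper sulfate for 20 hr.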
BRCA1 expr up: qHTS Assay to Identify Small Molecule Activators of BRCA1 Expression | MCF7-BRCA1-FFLuc reporter, luminescence, 48 h; response scale: scaled: vehicle 0%, 10 µM genistein 100% | Potency, µM (series often up to 46.1 µM), inactives show at the highest dose activation, actives largely listed as activators | 380,000 compounds, 1.1% hits; note: potency is the fitted concentration of half-maximal effect; nearly all actives have a fitted effect of over 80% in size; some results filed as inactive show a strong effect at the top dose
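48 h compound treatment of MCF7-BRCA1-FFLuc cells (phenol-red free MEM, 37 °C), then 15 min with luciferase substrate and luminescence imaging.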
TRPV1 ag: HTS Assay for Compounds that Act as Agonists of the Vanilloid Receptor 1. Transient receptor potential cation channel subfamily V member 1 (Homo sapiens), Q8NER1. TRPV1-expressing cells, Fluo-8 calcium influx, agonist mode. activation, % at 8.33 µM. 320,000 compounds, 0.19% hits. AID 540275, 2011; in the data active = activation above about 80%; inconclusive = between about 30% and that limit; note: 0% is about no effect
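Cells expressing TRPV1 were dye-loaded with Fluo-8 and read kinetically: 10 s baseline, 3 min after compound (agonist portion), then 2 min after EC20 capsaicin (allosteric enhancer portion). Calcium-bound dye fluorescence at 480/520 nm.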
Gal4-VP16 FLuc: VP16 counterscreen qHTS for inhibitors of ROR gamma transcriptional activity | Drosophila S2 Gal4-VP16 UAS-luciferase, luminescence, 20 h | Potency, µM (series often up to 53.6 µM), inactives show top-dose activity, negative = inhibition, most hits filed as inhibitors | 310,000 compounds, 3.5% hits;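 note: Gal4-VP16 expression switched on by copper sulfate through the metallothionein promoter; potency is the fitted concentration of half-maximal effect; % is set by controls: 0 for no effect and ±100 for the full control effect; nearly all actives have a fitted effect of over 50% in size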
p53 reactivation: qHTS assay for re-activators of p53 using a Luc reporter; H1299 p53-A138V BP100-luciferase reporter, luminescence, 24 h; Potency, µM (titrated, usually from 92.2 µM), without a hit: top-dose activity change, positive = activation, usual class: activators; 320,000 compounds, 0.063% hits; AID 504706, 2011; note: potency is the fitted concentration of half-maximal effect; % of control where 0% means no effect; nearly all actives have a fitted effect of over 45% in size
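H1299 (p53-null), stable ts p53-A138V + BP100-Luc; 1000 cells/well, Opti-MEM/10% FBS; cpd 4 pt, 1:5; 24 h, 37 deg C, 5% CO2; detection reagent 10 min RT; luminescence.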
ELG1 genotox: qHTS screen for small molecules that induce genotoxicity in human embryonic kidney (HEK293T) cells expressing luciferase-tagged ELG1; HEK293T ELG1-luciferase reporter, luminescence, 16 h; Potency, µM (top dose mostly 46 µM), for the others: top-dose activity change, positive = activation, most hits filed as activators; 330,000 compounds, 1.3% hits; AID 504466, 2011; note: potency is the fitted concentration of half-maximal effect; % of control where 0% means no effect; nearly all actives have a fitted effect of over 60% in size
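Cells (2,000/well) expressing the ELG1-luciferase fusion are dosed by pin tool and kept 16 hr at 37 °C, 5% CO2. Signal comes from ONE-Glo luciferase reagent after 30 min at room temperature.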
FLuc counter: qHTS profiling assay for firefly luciferase inhibitor/activator using purifed enzyme and Km concentrations of substrates (counterscreen for miR-21 project). purified FLuc, Km substrates, luminescence inhibition. AID 588342, 2011. Potency, µM (doses to about 57.5 µM), without a hit: top-dose activity change, negative = inhibition, actives largely listed as inhibitors. Luciferin 4-monooxygenase (Photinus pyralis), P08659. 360,000 compounds, 6.9% hits;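 note: potency is the fitted concentration of half-maximal effect; plate controls were vehicle for no effect and reference inhibitor for full effect; nearly all actives have a fitted effect of over 55% in size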
Target sequence (P08659 whole entry, looked up): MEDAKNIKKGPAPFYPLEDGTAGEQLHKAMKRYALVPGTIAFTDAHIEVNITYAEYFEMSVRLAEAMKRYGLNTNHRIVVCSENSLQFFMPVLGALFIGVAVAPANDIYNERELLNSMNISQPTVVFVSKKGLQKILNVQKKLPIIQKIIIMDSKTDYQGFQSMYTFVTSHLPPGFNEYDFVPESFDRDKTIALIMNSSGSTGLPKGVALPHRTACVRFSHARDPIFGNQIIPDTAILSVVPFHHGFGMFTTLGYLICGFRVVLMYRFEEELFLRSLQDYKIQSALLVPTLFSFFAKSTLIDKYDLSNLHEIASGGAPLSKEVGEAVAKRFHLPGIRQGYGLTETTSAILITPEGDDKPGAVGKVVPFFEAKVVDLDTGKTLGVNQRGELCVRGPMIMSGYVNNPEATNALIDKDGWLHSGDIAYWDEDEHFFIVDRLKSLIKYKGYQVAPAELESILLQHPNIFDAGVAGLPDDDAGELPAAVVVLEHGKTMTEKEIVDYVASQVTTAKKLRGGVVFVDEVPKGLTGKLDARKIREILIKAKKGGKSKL
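Purified P. pyralis luciferase (10nM final) with 10uM D-luciferin and 10uM ATP (Km levels) in 50mM Tris acetate pH 7.5, 10mM Mg acetate, 0.01% Tween-20, 0.05% BSA; qHTS 6-point titration, ~60 µM downward; luminescence read.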
Tb PFK block: qHTS Assay to Find Inhibitors of T. brucei phosphofructokinase | T. brucei PFK, ADP-Glo luminescence | Potency, µM (doses to about 57.5 µM), for the others: top-dose activity, negative = inhibition, usual class: inhibitors | 330,000 compounds, 0.17% hits | AID 485367, 2010;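 note: potency is the fitted concentration of half-maximal effect; 0% = uninhibited 1x PFK enzyme wells and -100% = no-enzyme wells; nearly all actives have a fitted effect of over 60% in size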
Target sequence (O15648 whole entry, looked up): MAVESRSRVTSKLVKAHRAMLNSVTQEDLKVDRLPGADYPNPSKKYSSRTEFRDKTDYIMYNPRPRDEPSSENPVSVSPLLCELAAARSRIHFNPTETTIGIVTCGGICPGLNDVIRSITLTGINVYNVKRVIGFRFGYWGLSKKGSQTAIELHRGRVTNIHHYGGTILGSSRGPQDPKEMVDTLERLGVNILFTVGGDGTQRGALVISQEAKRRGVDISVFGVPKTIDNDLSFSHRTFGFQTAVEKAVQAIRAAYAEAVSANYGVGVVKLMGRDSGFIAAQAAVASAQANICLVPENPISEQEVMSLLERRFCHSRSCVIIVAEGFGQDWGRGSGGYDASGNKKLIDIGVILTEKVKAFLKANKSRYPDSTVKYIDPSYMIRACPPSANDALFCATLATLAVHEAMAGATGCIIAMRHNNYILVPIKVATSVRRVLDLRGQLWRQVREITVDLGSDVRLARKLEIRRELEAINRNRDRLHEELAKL
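ADP-Glo luminescence quantified ADP after 45 min at room temperature, with 1.25 nM T. brucei PFK, 0.1 mM ATP and 0.5 mM fructose-6-phosphate in pH 8.0 TEA buffer. qHTS titrations up to 57 µM; curves classified by quality.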
* = called active by the depositor; ? = inconclusive; · = not tested or not shown; & = joins results of further samples; [ ] = dose if it differs, or a comment. Unless noted, calls come from the whole dose curve; as a rule, active = well fitted curve in the direction sought with a large enough effect; inconclusive = small, poorly fitted or top-dose-only effect, or another doubt; inactive = no such curve, though single readings can be large; an effect the other way counts as inactive or inconclusive. Rows were taken by chance; 15% or so of the library scored in one or more.

SMILES	Rab9 promoter act	ELG1 DNA repair	NPC1 promoter act	RORgamma inh	BRCA1 expr up	TRPV1 ag	Gal4-VP16 FLuc	p53 reactivation	ELG1 genotox	FLuc counter	Tb PFK block
Cc1ccc(S(=O)(=O)NCC(=O)OCc2nnc(-c3ccccc3)o2)cc1	1%	3%	0%	-21%	-10%	0	-16%	4%	13%	0%	-1%
COc1ccc(NC(=O)n2nc(OC(=O)c3cccs3)cc2N)cc1	13%	?	12%	1%	13µM*	3	10%	12%	?	17µM*	2%
COc1cc(C2=NOC(C(=O)NCc3cccnc3)C2)cc(OC)c1OC (centres undefined)	10%	?	-3%	11%	-32%	-2	3%	-5%	1%	0%	-7%
CCS(=O)(=O)N1Cc2ccccc2CC1C(=O)NCCc1ccccc1 (centres undefined)	-2%	3%	-2%	5%	2%	-2	2%	3%	1%	-2%	17%
Cc1ccnc(NC(=O)CSc2nnc3c(n2)[nH]c2ccccc23)c1	-12%	?	1%	19%	·	1	-17%	10%	15%	-27%	-10%
CCN1CCc2c(OCc3ccc(C(=O)OC)o3)cccc2C1=O	5%	-13%	-3%	30%	0%	-4	0%	3%	-5%	-4%	0%
CCC(C)NC(=O)c1cc(-c2cccs2)nc2ccccc12 (centres undefined)	-14%	?	5%	13%	-10%	-5	4%	-3%	-9%	-4%	-1%
O=C(COc1cccnc1[N+](=O)[O-])Nc1c(Cl)cccc1Cl	·	9%	·	·	-14%	·	·	3%	3%	·	-1%
CCOc1ccc(Br)cc1S(=O)(=O)N1CCSC1	-1%	0%	4%	1%	-22%	-4	-3%	-5%	-5%	1%	2%
Cc1nn(C)c(-c2n[nH]c(=S)n2Cc2ccco2)c1Cl	0%	9%	-1%	?	-2%	-2	?	-9%	-2%	2%	-4%
COc1ccccc1-c1nc(C#N)c(N2CCC(C(N)=O)CC2)o1	-7%	3%	-1%	-14%	0%	-8	-4%	1%	-4%	-3%	-1%
Cc1n[nH]c(=S)n(NC(=O)CC(=O)Nn2c(=S)[nH]nc(C)c2=O)c1=O	-4%	-6%	1%	-37%	20%	-3	-24%	4%	-1%	0%	24%
CCCCN(Cc1cc2cc(OC)ccc2[nH]c1=O)C(=O)c1ccccn1	-5%	?	-3%	24%	-13%	14	-9%[0.365 µM]	2%	-5%	11%	-16%
O=C(NC(=O)c1cccc(F)c1)OC[C@@H]1CCCN2CCCC[C@H]12	-7%	12%	-4%	-5%	5%	-4	-17%	1%	1%	-1%	0%
Cc1cc(O)cc(O)c1C(=O)Cc1cscn1	-1%	?	-6%	-7%	-25%	0	-3%	5%	-15%	4%	5%
C/C(=N/NC(=O)CNC(=O)c1ccco1)c1ccc(Cl)cc1	-6%	9%	-1%	5%	1%	6	-3%	-15%	4%	1%	-8%
COc1ccc2nc3oc(C(=O)N4CCN(c5cccc(Cl)c5)CC4)cc3cc2c1	-6%	?	1%	?	-13%	-1	-6%	12%	-20%	4%	-10%
N#Cc1cc(C(=O)c2cc(Br)ccc2O)cn(C2CC2)c1=O	-9%	-12%	9%	-45%	-9%	-4	?	-7%	-1%	2%	4%
O=C(NC1=NCCS1)c1sc2ccccc2c1Cl	1.1µM*	?	1.3µM*	?	2%	4	?	?	2.9µM*	2.1µM*	-7%
O=C(NCCOc1ccccc1)c1cccc2c1C(=O)c1ccc(Cl)cc1S2(=O)=O	2%	?	0%	·	-20%	2	·	-10%	5%	-10%	7%
CN(C)Cc1c(O)c(Cl)cc2c3c(c(=O)oc12)CCCC3	-3%	11%	1%	-22%	3%	1	9%	1%	0%	7%	2%
O=C(c1cccn2c(=O)c3ccccc3nc12)N1CCN(c2ccccn2)CC1	1%	?	-2%	0%	-16%	-3	11%	4%	7%	0%	-7%
Cc1cc(C)n(-c2nc(SCC(=O)N3CCCC3)c3c4c(sc3n2)CCCC4)n1	-11%	0%	-4%	6.3µM*	-14%	?	10µM*	-1%	-21%	?	-11%
COC(=O)C1(C(F)(F)F)N=C2Sc3ccccc3N2C(N2CCOCC2)=N1 (centres undefined)	-3%	?	-3%	43%	-15%	-5	2%	-12%	-4%	0%	-1%
Cc1cccc(CNS(=O)(=O)c2csc(C(N)=O)c2)c1	-1%	5%	1%	13%	-16%&16%	-5	-3%	5%	-1%	2%&1%	-1%

Later entries:
SMILES	Rab9 promoter act	ELG1 DNA repair	NPC1 promoter act	RORgamma inh	BRCA1 expr up	TRPV1 ag	Gal4-VP16 FLuc	p53 reactivation	ELG1 genotox	FLuc counter	Tb PFK block
COc1ccc(C(=O)Nc2cc(OC)c(Cl)cc2OC)cc1	9%	?	16%	61%	-32%	21	-1%	0%	1%	21µM*	4%
CC(C)Sc1nc2ccccc2c(=O)[nH]1	0%	-4%	-3%	20%	-2%[1.84 µM]	-2	-8%	-3%	3%	0%	1%
Cc1ccc(C(C(=O)NC(C)(C)C)N(Cc2ccc3c(c2)OCO3)C(=O)c2ccc(CN3CCOCC3)o2)o1 (centres undefined)	-1%	?	-3%	8%	-23%	10	5%	6%	-2%	2%	0%
Cc1ccnc(SCC(=O)N2CCN(c3ccccc3)CC2)n1	0%	7%	1%	18%	-9%	-2	-10%	-2%	6%	1%	1%
CCOc1ccc(-c2c(C(=O)N/N=C/c3c[nH]c4ccccc34)nnn2-c2nonc2N)cc1	0%	?	-1%	?	-49%	-8	3.2µM*	-3%	-13%	0%	1%
Cc1ccc(C(=O)COC(=O)CCc2ccc(S(=O)(=O)N3CCCCC3)cc2)cc1	-6%	10%	-1%	3%	-15%	10	-6%	-6%	-2%	13%	17%
Cc1ccc(N2CC(NC(=O)C(=O)c3c[nH]c4ccccc34)CC2=O)cc1C (centres undefined)	1%	8%	-2%	·	0%	1	·	5%	-6%	0%	7%
CCOC(=O)c1c(NC(=O)c2cc3n(n2)C(C(F)(F)F)CC(c2cccs2)N3)sc(C)c1C (centres undefined)	-16%	?	-5%	13%	-7%	1	6%	2%	9%	1%	-3%
CCCCNC(=O)C1CCN(Cc2ccc(OCc3ccccc3)c(OC)c2)CC1	19%	?	?	-26%	0%	1	10%	·	15%	?	1%
CCn1cc(C(=O)NCCCOC(C)C)c(=O)c2cc(S(=O)(=O)N3CCC(C)CC3)ccc21	-2%	-20%	3%	6%	-1%	?	-6%	-1%	0%	1%	-1%
COc1ccc(S(=O)(=O)N2CCCCCC2)cc1NC(=O)CN1C(=O)CNC1=O	·	3%	·	·	-22%	·	·	-5%	0%	·	6%
O=C(COC(=O)[C@@H]1CCCN1C(=O)c1cccs1)Nc1cccc([N+](=O)[O-])c1	·	1%	·	·	-8%	·	·	0%	4%	·	6%
CCCOC(=O)C1=C(C)N(C)C(=O)NC1c1cc2c(cc1[N+](=O)[O-])OCO2 (centres undefined)	2%	1%	-1%	3%	17%	-1	24%	1%	-2%	-13%	-7%
CN(CC(=O)Nc1ccccc1C(=O)Nc1ccccc1)C1CCCCC1	·	0%	·	·	-25%	·	·	-2%	7%	·	0%
C[C@H](NS(=O)(=O)c1ccc(Cl)cc1)C(=O)OCC(=O)c1ccc[nH]1	5%	-1%	1%	1%	5%	-1	-2%	-1%	-2%	5%	1%
CCOC(=O)c1cc2c(C)n(-c3ccc(C)cc3)c(C)c2ccc1=O	?	?	?	-41%	-55%	-9	10µM*	?	8%	0.38µM*	2%
O=C(NCc1ccc(F)c(F)c1)C1CCC(=O)N(CC2CCCCC2)C1 (centres undefined)	2%	-9%	2%	32%	-15%	12	15%	-5%	1%	1%	-6%
CCOC(=O)c1c(C(=O)OCC)c(C)n(N2C(=O)CSC2=S)c1C	5%	4%	4%	11%	2%	0	-4%	-8%	-9%	4%	-6%
COc1ccc(F)cc1S(=O)(=O)NCc1ccccc1	-3%	-2%	-7%	27%	-2%	5	-7%	2%	-1%	4%	0%
